Screens deposited in PubChem BioAssay by several laboratories.
SMARCA2 act: SMARCA2 function activation, primary screen; MG213 cells, MMTV-luciferase reporter, dexamethasone, overnight; activation, % at 9.1 µM; 1% of 370,000 active; in the data active = activation above about 7.8%;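 also: 0% = vehicle wells and 100% = reference activator wells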
ssDAF12 agonist: activators of S. stercoralis DAF-12 nuclear receptor; HEK293 ssDAF-12/GRIP1 lit1-tk-luc reporter, luminescence; % of 3 µM dafachronic acid response; activation, % at 6.8 µM; 1% of 370,000 active; AID 652126;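 active = activation above the mean over all tested compounds plus 3 SD, cut at about 0.9% in these data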;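 also: 0% = DMSO-only wells and 100% = 3 µM delta7-dafachronic acid wells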
MBD2 DNA inh: inhibitors of human MBD2 binding to methylated oligonucleotide; Q9UBB5; TR-FRET; inhibition, % at 4.4 µM; 0.31% of 370,000 active; AID 686964; in the data active = inhibition above about 13%
PLC-beta3 inh: blocks human PLC-beta3 enzyme activity; Q01970; Purified PLC-beta3, fluorogenic substrate, fluorescence; inhibition, % at 12.2 µM; 0.18% of 370,000 active; AID 720704; in the data active = inhibition above about 11%;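 also: 0% = median of compound wells on plate and 100% = full blocker control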
DAX1 inh-1: NR0B1 (DAX1) inhibition | AID 504766 | HEK293 Gal4-DAX1 luciferase reporter, luminescence | inhibition, % at 6.75 µM | 0.99% of 340,000 active | P51843;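 active = inhibition above the mean over all tested compounds plus 3 SD, cut at about 4.2% in these data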;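 also: 0% = DAX1-transfected cells with DMSO and 100% = empty-vector control cells with DMSO; inhibition shows as a rise in luminescence from relieved DAX1 repression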
hcDAF-12 act: activates DAF-12 receptor from parasite H. contortus | AID 652067 | activation, % at 6.8 µM | HEK293 hcDAF-12 lit1-tk-luc reporter, luminescence; 0% DMSO, 100% Δ7-dafachronic acid | 1.4% of 370,000 active;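 active = activation above the mean of all tested compounds plus 3 SD, cut at about 5.5% in these data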;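 also: 100% = response to 3 µM Δ7-dafachronic acid high control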
PLCg1 inh: PLC-gamma1 (human) inhibition, primary screen. AID 720700. inhibition, % at 12.2 µM. P19174. purified PLC-gamma1, fluorogenic substrate, fluorescence. 0.84% of 370,000 active; in the data active = inhibition above about 9.5%
Target sequence (P19174 whole entry, looked up): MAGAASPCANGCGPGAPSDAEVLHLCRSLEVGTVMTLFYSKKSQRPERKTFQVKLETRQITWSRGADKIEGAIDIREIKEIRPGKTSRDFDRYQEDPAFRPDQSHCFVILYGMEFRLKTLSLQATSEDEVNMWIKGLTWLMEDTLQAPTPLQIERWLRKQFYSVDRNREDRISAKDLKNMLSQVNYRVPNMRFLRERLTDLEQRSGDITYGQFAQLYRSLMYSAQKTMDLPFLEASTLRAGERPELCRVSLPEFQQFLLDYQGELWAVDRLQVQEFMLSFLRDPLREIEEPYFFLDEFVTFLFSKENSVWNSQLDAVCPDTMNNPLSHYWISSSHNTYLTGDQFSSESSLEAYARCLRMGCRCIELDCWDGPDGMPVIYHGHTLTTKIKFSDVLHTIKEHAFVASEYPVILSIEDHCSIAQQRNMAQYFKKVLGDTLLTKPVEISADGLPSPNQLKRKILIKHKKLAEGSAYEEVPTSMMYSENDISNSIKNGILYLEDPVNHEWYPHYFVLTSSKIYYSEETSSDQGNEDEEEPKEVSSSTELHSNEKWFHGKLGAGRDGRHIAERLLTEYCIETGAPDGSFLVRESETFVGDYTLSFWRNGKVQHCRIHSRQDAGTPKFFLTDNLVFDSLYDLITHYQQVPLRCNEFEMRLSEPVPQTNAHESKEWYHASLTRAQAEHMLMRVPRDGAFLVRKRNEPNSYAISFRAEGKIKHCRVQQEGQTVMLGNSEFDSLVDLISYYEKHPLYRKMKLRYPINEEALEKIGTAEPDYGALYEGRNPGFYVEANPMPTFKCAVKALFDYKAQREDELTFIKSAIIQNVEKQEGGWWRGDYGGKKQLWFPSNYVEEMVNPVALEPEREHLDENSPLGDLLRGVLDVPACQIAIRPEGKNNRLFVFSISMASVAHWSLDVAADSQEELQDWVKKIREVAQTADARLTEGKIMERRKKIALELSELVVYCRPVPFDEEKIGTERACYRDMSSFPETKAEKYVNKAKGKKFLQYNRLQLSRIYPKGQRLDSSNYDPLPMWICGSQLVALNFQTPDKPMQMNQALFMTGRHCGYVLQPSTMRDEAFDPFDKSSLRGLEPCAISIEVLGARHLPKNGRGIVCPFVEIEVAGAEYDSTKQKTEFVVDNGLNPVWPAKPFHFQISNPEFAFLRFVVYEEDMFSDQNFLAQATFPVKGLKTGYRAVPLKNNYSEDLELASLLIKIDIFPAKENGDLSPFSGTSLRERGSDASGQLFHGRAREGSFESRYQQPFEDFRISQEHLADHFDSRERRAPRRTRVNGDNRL
hgDAF12 agonist: activates the H. glycines DAF-12 receptor ligand-binding domain | HEK293 GAL4-hgDAF12 UAS-luciferase reporter, agonist luminescence; normalized to butyrate control | activation, % at 6.8 µM | 1.8% of 370,000 active;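 active = activation above a cutoff set at the mean of all screened compounds plus 3 SD, cut at about 10% in these data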;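 also: 0% = DMSO wells and 100% = sodium butyrate wells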
ADAM17 inh: ADAM17 inhibition, QFRET primary screen; P78536; recombinant ADAM17, EDANS/DABCYL FRET peptide cleavage; inhibition, % at 6.95 µM; 0.83% of 370,000 active; AID 720648;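 active = inhibition above the mean of compounds lying between control limits plus 3 SD, set per campaign, cut at about 8.5% in these data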;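 also: 0% = DMSO-only wells as the low control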
NR1D1 modulator: modulates human Rev-erb alpha binding to DNA; Rev-erbα–FITC-DNA binding, fluorescence polarization, 90 min; activity, % at 10 µM; 0.79% of 370,000 active; AID 1259318;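 active = activity above about 14%, limit read from the data; passing the limit was not always enough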;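 also: 0% = DMSO wells with 35 nM protein and 100% = DMSO wells with 750 nM protein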
DAX1 inh-2: DAX1 (NR0B1) inhibition, primary screen | HEK293T StAR-luciferase reporter, SF-1/DAX-1 repression relief | inhibition, % at 6.8 µM | 1.1% of 370,000 active | AID 652010;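 active = inhibition above the mean over all tested compounds plus 3 SD, cut at about 3.6% in these data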;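 also: 0% = DAX-1 cells with DMSO and 100% = cells lacking DAX-1 with DMSO; higher inhibition means more luminescence from relief of DAX-1 repression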
Starred values were filed as active, the others as inactive; i = inactive; nt = no result given.

#	Structure	SMARCA2 act	ssDAF12 agonist	MBD2 DNA inh	PLC-beta3 inh	DAX1 inh-1	hcDAF-12 act	PLCg1 inh	hgDAF12 agonist	ADAM17 inh	NR1D1 modulator	DAX1 inh-2
1	COc1ccc(-c2nc3ccc(Br)cn3c2Cc2ccc(C)cc2)cc1OC	2	-1.0	3	-23	nt	0.2	-13	6.2	-8	-1	1.1
2	COCCNC(=O)Cn1c(=O)n(CCCC(=O)NCc2ccc3c(c2)OCO3)c(=O)c2sccc21	1	-1.1	-4	-3	0.1	-2.2	1	0.8	2	0	-0.1
3	Cc1cc(C(=O)OCc2nc3ccccc3s2)c(C)o1	4	-1.3	2	-1	0.9	4.1	1	7.0	-1	-1	0.4
4	Cc1nn(Cc2ccccc2Cl)c2sc(C(=O)Nc3ccccc3N3CCOCC3)cc12	-1	-1.6	4	-2	-1.2	-0.8	0	1.8	2	19	-0.7
5	Oc1ccc(Cl)cc1C1=NNC(c2cc(Br)cc3c2OCOC3)C1 (stereo not given)	0	-1.9	-3	-25	-1.0	-1.8	-22	-0.1	-4	1	-0.6
6	CC(C)CNC(=O)c1ccc2c(c1)C(=O)N(Cc1ccco1)C2=O	-2	-1.5	0	-3	-1.2	-1.3	-2	-2.3	-3	-6	-0.7
7	COCCn1c(SCC(=O)NC(C)c2ccc(F)cc2)nc2ccccc21 (stereo not given)	-2	-0.9	-3	-2	-1.8	-0.6	0	0.1	2	-2	-0.1
8	Cc1cccc(NC(=S)NC2CC3CCC(C2)N3Cc2ccco2)c1C (stereo not given)	-3	-0.1	-3	6	0.1	-0.4	3	0.3	1	6	-0.3
9	CC(=O)Nc1ccc(S(=O)(=O)NCCC(=O)Nc2ccc(C)c(F)c2)cc1	-1	-1.4	-3	-1	0.2	-1.2	1	-1.3	-1	-2	-0.1
10	COc1cc(NC(=O)c2ccccc2F)c(OC)cc1NC(=O)CN1CCCCC1	-6	-1.2	4	-30	-0.5	-1.2	-17	1.2	1	-3	-0.2
11	CCCc1nc2ccccc2n1CCOC	3	-0.6	0	-3	0.4	1.9	-2	1.2	-8	4	-0.3
12	O=c1cc(-c2ccccc2)oc2ccccc12	4	-1.2	5	5	6.0*	0.3	4	6.9	-1	-2	2.8
13	Cc1ccccc1CSCC(=O)Nc1c(C)n(C)n(-c2ccccc2)c1=O	2	-0.4	0	2	-0.1	-3.6	1	-1.6	-1	-4	-0.2
14	N/C(=N\OC(=O)CCc1ccccc1)c1ccc(Cl)cc1	6	-1.4	3	7	0.3	-0.7	2	2.3	0	-4	0.6
15	C=CC1=C2C=C(C3CC3)N(CC3CC3)C=C2C(=O)C(C)(OC(=O)c2ccco2)C1=O (stereo not given)	2	-1.5	-7	-62	0.2	-0.6	-42	-0.5	-4	-3	-0.2
16	O=C(N1CCOCC1)N1CCN(c2ccccc2)CC1	0	-1.4	1	4	1.1	-1.0	2	-1.3	0	-6	0.1
17	Clc1cccc(-c2nc(NCCCN3CCOCC3)c3ccccc3n2)c1	-3	-1.5	-3	-8	-2.1	-0.7	-4	-3.0	4	3	-0.4
18	CCC(=O)N1CCN(c2ccc(NC(=O)COc3ccccc3Cl)cc2)CC1	-6	-3.1	12	-1	-2.4	-3.7	1	-9.0	-4	2	-2.9
19	Cc1cc2oc(=O)cc(CN3CCN(Cc4ccccc4)CC3)c2cc1Cl	-4	-0.8	8	-7	-0.5	2.8	-4	-2.1	-5	-1	-0.4
20	COc1ccc(C(O)c2ncc(-c3cccc(F)c3)[nH]2)cc1F (stereo not given)	-1	-1.7	-2	-1	nt	-1.0	2	0.7	-1	-4	-1.1
21	COc1ccc(S(=O)(=O)Nc2cccc(N(C)S(C)(=O)=O)c2)cc1Br	-4	-1.8	0	-3	-1.3	-1.9	1	-4.3	-3	4	-0.9
22	O=C(O)c1ccc(Oc2ccc([N+](=O)[O-])cc2)c([N+](=O)[O-])c1	-1	-1.7	-7	4	-0.2	-0.8	0	1.7	-3	2	-1.6
23	CCOCCn1c(CN2CCC(Cc3ccccc3)CC2)nc2c1c(=O)n(C)c(=O)n2C	-1	-1.9	2	0	-0.7	-3.8	0	2.3	-3	-2	0.1
24	COc1ccc(Nc2nc(NN)nc(Nc3ccc(OC)cc3)n2)cc1	-2	-1.0	0	-11	-1.4	-1.9	-1	-1.0	6	6	-0.7
25	CCN(CC)CCNC(=O)c1ccc(NC(=O)/C=C/c2cc(OC)c(OC)c(OC)c2)cc1	2	-2.0	-3	-104	1.8	1.0	-87	-4.4	-28	-2	0.4
26	CCOC(=O)C1=Nc2ccccc2C1=[N+]=[N-]	-2	-1.4	-2	-14	-2.5	-0.5	-14	-3.7	-7	-2	-3.0
27	O=C1c2ccccc2C(=O)N1CCn1c(=O)oc2ccccc21	-1	-0.7	5	-1	0.6	-0.1	4	1.1	-5	-1	0.4
28	O=C(Nc1ccnn1C1CCN(C/C=C/c2ccccc2)CC1)c1ccccc1	-1	-1.4	3	-145	-0.1	0.6	6	-0.1	1	2	-1.2
29	CCOC(=O)N1CCC(N2Cc3cccc(C(=O)Nc4ccc(S(=O)(=O)N(CC)CC)cc4)c3C2=O)CC1	-1	-1.3	1	-5	-0.7	-0.8	-3	-0.7	0	10	-0.2
30	CCOc1ccc(S(=O)(=O)NCCC(=O)Nc2ncccc2C)cc1	-3	-1.1	-9	1	0.5	3.2	-4	-0.9	1	-1	0.6
31	Cc1ccc(S(=O)(=O)NCCNC(=O)c2ccccc2)cc1	-2	-1.3	-1	2	-0.7	-1.4	3	-0.3	-4	-5	0.6
32	CCOc1ccc(S(=O)(=O)Nc2ccc(C(=O)NCc3ccncc3)cc2)cc1	1	0.0	-1	-1	0.1	-0.1	3	0.4	-5	1	-0.7
33	O=C(NCC(=O)N1CCCC(C(F)(F)F)C1)c1ccccc1F (stereo not given)	2	-0.8	5	-7	2.1	0.8	6	4.1	-2	0	4.2*
34	CCOc1ccccc1OCCCCOc1ccccc1F	-3	-1.3	7	-2	0.6	-1.1	-3	3.5	-3	4	-1.5
35	CC(=O)Nc1ccc(NC(=O)c2ccc(COc3ccc(C)cc3)o2)cc1	0	-0.5	-6	-48	-2.2	-0.1	-26	-1.1	-22	-1	-0.3
36	Cc1cc(C)nc(N(C#N)CCOc2ccccc2)n1	7	-0.9	-4	-1	0.3	-1.7	3	0.4	1	-3	-0.3
37	COc1ccc(/C=C2\SC(=S)N(CCC(=O)Nc3cccc(C(=O)O)c3)C2=O)cc1	-3	-1.4	-4	-4	0.9	-0.6	3	-0.2	-2	1	-0.2
38	Cc1c(Cc2c(C)n(C)n(-c3ccccc3)c2=O)c(=O)n(-c2ccccc2)n1C	0	0.2	-1	0	0.6	0.5	2	1.4	-1	3	0.1
39	CCOC(=O)CNC(=O)c1ccc2[nH]c3c(c2c1)CCCC3	0	-1.2	0	-43	-1.1	-0.5	-35	-0.9	-20	-2	-0.2
40	CCC(C)C(NC(=O)CCC(=O)OCC(=O)[C@@]1(O)CCC2[C@@H]3CCC4=CC(=O)C=C[C@]4(C)C3[C@@H](O)C[C@@]21C)C(=O)O (stereo not given in full)	0	-1.5	0	-1	2.0	-1.0	-2	-5.2	-1	0	-0.1

Compound profiles, from the list above. Order of screens: SMARCA2 act | ssDAF12 agonist | MBD2 DNA inh | PLC-beta3 inh | DAX1 inh-1 | hcDAF-12 act | PLCg1 inh | hgDAF12 agonist | ADAM17 inh | NR1D1 modulator | DAX1 inh-2
Shown for CCOCCn1c(CN2CCC(Cc3ccccc3)CC2)nc2c1c(=O)n(C)c(=O)n2C → -1 | -1.9 | 2 | 0 | -0.7 | -3.8 | 0 | 2.3 | -3 | -2 | 0.1
Shown for Cc1cc(C)nc(N(C#N)CCOc2ccccc2)n1 → 7 | -0.9 | -4 | -1 | 0.3 | -1.7 | 3 | 0.4 | 1 | -3 | -0.3
Shown for CCC(C)C(NC(=O)CCC(=O)OCC(=O)[C@@]1(O)CCC2[C@@H]3CCC4=CC(=O)C=C[C@]4(C)C3[C@@H](O)C[C@@]21C)C(=O)O (stereo not given in full) → 0 | -1.5 | 0 | -1 | 2.0 | -1.0 | -2 | -5.2 | -1 | 0 | -0.1
Shown for Cc1ccc(S(=O)(=O)NCCNC(=O)c2ccccc2)cc1 → -2 | -1.3 | -1 | 2 | -0.7 | -1.4 | 3 | -0.3 | -4 | -5 | 0.6

DAX1 inh-1, what is marked active above.
no.	SMILES	SMARCA2 act	ssDAF12 agonist	MBD2 DNA inh	PLC-beta3 inh	DAX1 inh-1	hcDAF-12 act	PLCg1 inh	ADAM17 inh	NR1D1 modulator	DAX1 inh-2
12	O=c1cc(-c2ccccc2)oc2ccccc12	4	-1.2	5	5	6.0*	0.3	4	-1	-2	2.8

More entries follow:
#	Structure	SMARCA2 act	ssDAF12 agonist	MBD2 DNA inh	PLC-beta3 inh	DAX1 inh-1	hcDAF-12 act	PLCg1 inh	hgDAF12 agonist	ADAM17 inh	NR1D1 modulator	DAX1 inh-2
41	CCOC(=O)C1CCCN(C(=O)Nc2cccc(Cl)c2)C1 (stereo not given)	-2	-1.0	2	0	-0.3	-1.4	-1	2.2	-2	-1	0.2
42	Cc1ccc(Nc2nc(-c3sc(C)nc3C)cs2)cc1	-2	0.0	-2	-24	-2.3	2.7	-11	5.9	0	-3	-1.2
43	C[C@H](NC(=O)c1nc[nH]c1C(=O)N[C@@H](Cc1ccccc1)C(=O)OCc1ccccc1)C(=O)OC(C)(C)C	-1	-1.1	-2	6	1.0	-1.1	1	-0.1	11*	-2	-0.3
44	CCCn1nc(C(=O)Oc2ccc3c(C)cc(=O)oc3c2)c2ccccc2c1=O	0	-1.5	-2	i	0.4	-2.0	i	-1.1	i	-5	-0.1
45	Cc1ccc(S(=O)(=O)N2[C@@H](c3ccc(Cl)cc3)C(C(=O)O)=CC[C@H]2c2cccs2)cc1	0	-1.0	-4	-4	-0.1	-0.7	-4	1.3	-3	-8	0.2
46	N#Cc1c(SCC(=O)Nc2ccccc2C(F)(F)F)sc2c(O)cc(=O)[nH]c12	-2	-0.8	13	-27	-0.2	1.8	-10	0.0	-1	-1	-0.3
